mcGAS MS inh = mouse cGAS inhibition by mass spec | Q8C6L5 | recombinant mouse cGAS, cGAMP by RapidFire MS | inhibition, % at 12.5 µM | 130,000 compounds, 0.18% hits | AID 1259397;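 active means inhibition of cGAS enzyme activity at or above 60%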;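 further: enzyme stimulated by 45 bp dsDNA with ATP and GTP substrates; cGAMP share of summed cGAMP plus half ATP and half GTP signals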
Target sequence (Q8C6L5 whole entry, looked up): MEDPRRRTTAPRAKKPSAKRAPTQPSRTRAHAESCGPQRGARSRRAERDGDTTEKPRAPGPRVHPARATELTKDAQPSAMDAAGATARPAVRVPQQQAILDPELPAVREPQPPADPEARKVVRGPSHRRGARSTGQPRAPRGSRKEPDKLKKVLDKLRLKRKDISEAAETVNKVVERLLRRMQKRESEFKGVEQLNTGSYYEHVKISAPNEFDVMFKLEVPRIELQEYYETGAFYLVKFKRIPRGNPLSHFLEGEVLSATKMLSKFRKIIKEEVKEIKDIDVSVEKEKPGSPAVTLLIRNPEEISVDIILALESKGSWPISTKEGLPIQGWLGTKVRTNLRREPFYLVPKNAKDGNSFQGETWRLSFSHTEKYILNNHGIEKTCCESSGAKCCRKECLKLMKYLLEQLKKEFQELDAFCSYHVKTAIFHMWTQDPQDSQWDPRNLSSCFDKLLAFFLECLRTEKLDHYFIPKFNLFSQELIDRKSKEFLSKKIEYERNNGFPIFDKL
An asterisk follows results filed as active.

nr | mol | mcGAS MS inh
1 | CCc1ncc2c(n1)CN(C(=O)c1c(-c3ccccc3)ccnc1C)C2 | -11
2 | COc1ccc(F)c(CN2CCCC3(CCN(C(=O)CCn4ccc(=O)[nH]c4=O)C3)C2)c1 (stereo not drawn) | -7
3 | O=C1CCC(C(=O)NC2CCCOc3c2ccc2ccccc32)CN1 (stereo not drawn) | 0
4 | COc1cccc(NCc2nnc(SC3CCOC3=O)n2C2CCCCC2)c1 (stereo not drawn) | -1
5 | CCOc1ncccc1-c1cnn(CC(=O)NC)c1 | -15
6 | CC1CCCCC1=NNC(=S)NC1CCCCC1 (stereo not drawn) | -12
7 | Cc1ccc(C(=O)Nc2cc(C(=O)N(C)C)ccc2F)cc1F | -20
8 | CN=c1scc(-c2[nH]c(C)c(C(=O)OC)c2C)n1C | -61
9 | O=C1OC(c2cccc(F)c2)=NC1=Cc1ccc(Cl)s1 | 4
10 | CC1(C(=O)Nc2ccccc2F)CCN1C(=O)C1(c2ccccc2)CC1 (stereo not drawn) | -14
11 | COc1ccc(Cl)c2sc(NCCN(C)C)nc12 | -29
12 | CC1CCCN(S(=O)(=O)c2ccc(C(=O)N3CCCC3)cc2)C1 (stereo not drawn) | -4
13 | Cn1ccsc1=NC(=O)CCN1C(=O)c2ccccc2C1=O | 0
14 | Cc1cc(C)n(CCCC(=O)N2CCC3(CC2)NCCNC3=O)n1 | -8
15 | Cc1cccc(=O)n1CCCNS(=O)(=O)NCc1ccccc1 | -23
16 | O=c1c2nnn(-c3cccc(Cl)c3)c2ncn1Cc1ccc(C(F)(F)F)cc1 | 5
17 | CC(Cn1cccn1)c1n[nH]c(C2CC2)n1 (stereo not drawn) | -21
18 | O=C(OCc1nnc(-c2cccs2)o1)c1cc2c(s1)CCCC2 | -5
19 | CCN1CCN(C(=O)C(C)Sc2nc3ccccc3c(=O)n2-c2ccc(C)cn2)CC1 (stereo not drawn) | -4
20 | COc1ccc(Nc2ccc3c(c2)=NC2(CCCCC2)[N+]=3[O-])cc1 | 13
21 | O=C(CCC1(Cc2cccs2)CCC(=O)N1)NCC1COc2ccccc2O1 (stereo not drawn) | -8
22 | CN(C)c1ccc(NC(=O)N2CCC(N3CCCC3)C2)cc1Cl (stereo not drawn) | -11
23 | FC(F)(F)c1ccc(NCC2CCCO2)nc1 (stereo not drawn) | -4
24 | CCn1c(SCC(=O)c2cc(C)n(C3CC3)c2C)nnc1C1CC1 | -6
25 | Cc1ccc(C)n1-c1c(C(=O)NC2COc3ccccc32)cnn1C (stereo not drawn) | -11
26 | O=C(C1CCOCC1)N(CC1CCN(Cc2ccccc2F)CC1)CC1CCCO1 (stereo not drawn) | -6
27 | CCCN(CCO)C(=O)c1ccccc1I | -6
28 | CNC(=O)c1cccc(NC(=O)CCC(=O)c2cc(C)ccc2OC)c1 | -5
29 | CCCS(=O)(=O)N1CCN(CC2CC=CCC2)CC1 (stereo not drawn) | -14
30 | COc1ccc2c(=O)c3c(=O)n(-c4ccccc4)c(C4CCCCC4)nc3oc2c1 | -5

The list goes on.
nr | mol | mcGAS MS inh
31 | Cc1nc(C)c(C(=O)Nc2c(C)nc3ccccn3c2=O)s1 | -1
32 | C#CCN1C(=O)c2ccccc2S1(=O)=O | -3
33 | CN(C)CCNc1ccccc1CN | -4
34 | O=C(c1[nH]cnc1-c1ccccc1)N1CCCC(Nc2ccc(F)cc2)C1 (stereo not drawn) | -13
35 | O=C1c2ccccc2C(=O)C1c1cc(=O)[nH]c2ccccc12 | -11
36 | O=C(O)c1cc(S(=O)(=O)Nc2cccc(F)c2)ccc1Cl | -9
37 | CN1[C@H]2CC[C@@H]1CN(C(=O)c1csc(-c3cccs3)n1)CC2 | -24
38 | Cc1ccc(-n2c(O)c(C3=c4ccccc4=NC3=O)sc2=O)cc1 | -8
39 | CCN(C)C(=O)c1ccc(-c2cc(N)nc3[nH]ccc23)nc1 | 0
40 | Cc1nc(-n2cccc2)sc1C(=O)N1CCN(CC(=O)c2ccco2)CC1 | -3
41 | CC(C)N(CCNC(=O)NC1CC1)C1CC1 | -15
42 | CSc1ccc(C(=O)CCC(=O)N2CCC3(CC2)OCCCO3)cc1 | 2
43 | N#CC(C#N)C(=N)c1ccccc1 | 4
44 | CCC(NCc1cnc(-c2ccccc2C)s1)c1cc(C)ccn1 (stereo not drawn) | -13
45 | CC1(C)Cc2c(sc3ncnc(N)c23)CO1 | -11
46 | CC1(C(=O)NS(=O)(=O)c2ccc(F)cc2F)CCN1C(=O)CC1CC1 (stereo not drawn) | -17
47 | CC(C)C(=O)c1ccc(-n2ncc3cccnc32)s1 | 10
48 | COc1cccc(-c2ccc(NC(=O)C3CCCN(C(=O)C4CCC4)C3)cc2)c1 (stereo not drawn) | -5
49 | N#CC(=Cc1cccc(F)c1)S(=O)(=O)c1ccc(Br)cc1 | -2
50 | O=C1C2C3C=CC(CO)(O3)C2C(=O)N1c1cccc2ccccc12 (stereo not drawn) | -4
51 | O=C1OC2(OC=C(c3ccccc3)C2=O)c2ccccc21 (stereo not drawn) | -4
52 | CCCC1(CCC)NC(=O)N(Cc2nnc(-c3ccc(OC)cc3)o2)C1=O | -2
53 | CC(C)(C)OC(=O)NCC(C)(C)c1nc(C2CC2)no1 | -13
54 | Cn1nnc2c(N3CCN(C(=O)C(C)(C)C)CC3)ncnc21 | -2
55 | O=C(NCc1cccnc1)c1cc(N2CCOCC2)nc2ccccc12 | -7
56 | O=c1[nH]c(C(Cl)(Cl)Cl)nc2c1ccc1ccccc12 | 31
57 | Nc1nonc1C(=O)NCCNC(=O)c1ccco1 | -5
58 | CC(=O)Nc1ccc(NC(=O)c2cnc3sc(C)cn3c2=O)cc1 | -7
59 | CCCN(CCC)CC(O)COc1ccc2ccccc2c1 (stereo not drawn) | 13
60 | N#Cc1ccccc1OC/C=C/COc1ccccc1C#N | -2

New compounds follow
nr | mol | mcGAS MS inh
61 | O=S(=O)(Nc1ccc(-c2ccccc2)cn1)c1cccnc1 | -3
62 | COc1cc(Cn2nc(C3CC3)c3cnn(-c4ccc(F)cc4)c3c2=O)cc(OC)c1 | -10
63 | CCc1noc(C)c1C(=O)Nc1cc(C(C)(C)C)ccc1OC | -1
64 | COc1ccccc1NC(=O)CSc1nc2[nH]ncc2c(=O)[nH]1 | -2
65 | COc1cc(NC(=O)c2cc(=O)c(OCc3ccccc3)c[nH]2)cc(OC)c1OC | 3
66 | Cc1ccn(CC(=O)N2CCC3(CCCN(CCCc4ccccc4)C3)C2)n1 (stereo not drawn) | -6
67 | CS(=O)(=O)N1CCC(C(=O)Nc2nc3ccccc3s2)CC1 | -1
68 | CCCCC1C(=O)N(c2nc(C)cc(C)n2)N=C1C (stereo not drawn) | -9
69 | Cc1ccsc1C(=O)N1CCC1(C)C(=O)NC1CCCC1 (stereo not drawn) | -4
70 | c1cncc(-c2noc(C3CCCN(C4CCC5(CCNCC5)CC4)C3)n2)c1 (stereo not drawn) | 9
71 | O=C(c1ccc(=O)[nH]c1)N1CCC(COCc2ccccc2)CC1 | -6
72 | CCn1cc2c(c1-c1ccccc1)c(=O)n(C)c(=O)n2C | -4
73 | CC(C)n1nccc1NC(=O)CN(C)S(=O)(=O)c1ccc(Cl)s1 | -1
74 | CNC(=O)c1nc(CN2CCOC(Cc3ccc(F)cc3)C2)no1 (stereo not drawn) | -3
75 | CC(C)CNc1ncnc2c1sc1nc(C(C)C)c3c(c12)CC(C)(C)OC3 | 2
76 | O=C(CCc1c[nH]c2ccccc12)N1CCCC(Nc2ccc(F)c(F)c2)C1 (stereo not drawn) | -2
77 | CCOC(=O)c1c(C)[nH]c(C(=O)C(C)N2CCOCC2)c1C (stereo not drawn) | -3
78 | COc1ccc(C2=NN(C(C)=O)C(c3c(OC)ccc4ccccc34)C2)cc1 (stereo not drawn) | 15
79 | O=C(COCC(=O)N1CCOCC1)N1CCOCC1 | -4
80 | CC1Cc2cc(-c3cc(CNC(=O)/C=C\c4ccccc4)no3)ccc2O1 (stereo not drawn) | -1
81 | NC(=O)Cn1c(C2CC2)nnc1S(=O)(=O)Cc1ccc(F)c(Br)c1 | -27
82 | Cc1cccc(C)c1OCc1cc(C(=O)NCc2cnc3ccccc3c2)no1 | -5
83 | O=c1[nH]c(Cc2ccc(C(F)(F)F)cn2)nc2sc3c(c12)CCC3 | -1
84 | COc1ccc(Cc2nnc(N3CCOCC3)[nH]c2=O)cc1 | -8
85 | COc1ccc(C(=O)Nc2ccc(Cc3ccncc3)cc2)cc1[N+](=O)[O-] | -5
86 | CCCCc1ccc(NC(=O)CSc2nc(CCC)nc3c2c(=O)n(C)c(=O)n3C)cc1 | 8
87 | Cc1cnc(C(NC(=O)C2CC2c2ccccc2)C2CC2)s1 (stereo not drawn) | -13
88 | CC(C)C(=O)N1CCN(C(=O)c2cc(-c3ccccc3Cl)nc3ccccc23)CC1 | -7
89 | COc1ccc(-n2nnnc2-c2cnc(C(C)(C)C)nc2C(F)(F)F)cc1 | 3
90 | O=C(Nc1cccc(-c2cccc(F)c2)c1)C1CCN(CCCn2cccn2)CC1 | -4

(further entries)
nr | mol | mcGAS MS inh
91 | CCOc1cc(/C=C/C(=O)N2CCOc3ccccc32)ccc1OC(F)F | -3
92 | Cc1ccc(OCc2cc(C(=O)N(C)CCc3c(C)n[nH]c3C)no2)cn1 | -11
93 | CN(C)CCN(C)C(=O)Nc1cnn(-c2ccccc2F)c1 | -10
94 | Cc1c(C)c(C)c(S(=O)(=O)N2CCCC2C(=O)N(C)C)c(C)c1C (stereo not drawn) | 2
95 | CC(C)c1cc(CN(C)C(=O)CCc2nc3ccccc3[nH]c2=O)on1 | -10
96 | CCn1cc(CN2CCCC(C(=O)Nc3cccc(-n4cccn4)c3)C2)cn1 (stereo not drawn) | -2
97 | O=C(O)CCCNS(=O)(=O)c1ccc(Br)s1 | -10
98 | Cc1nc(C(=O)NC(c2ccncc2)c2ccccc2C)cs1 (stereo not drawn) | -33
99 | Cc1cncc(C(=O)Nc2ccc(NC(=O)c3ccc(C)o3)cc2)c1 | -7
100 | Cc1cc(S(=O)(=O)NCc2ccccc2Cl)ccc1F | -1
101 | CCOC(=O)N1CCN(C2CCCN(Cc3cccc(-c4ccco4)c3)C2)CC1 (stereo not drawn) | -10
102 | Cn1cnc2c1c(=O)[nH]c(=O)n2C | -8
103 | COCc1ncc(CN2CCC(Cc3nnc(SC)n3C)CC2)cn1 | -12
104 | Cc1ccc(S(=O)(=O)NC(C)c2ccc(Cl)cc2Cl)s1 (stereo not drawn) | -2
105 | FC(F)(F)c1nnc2ccc(N3CCN(Cc4ccsc4)CC3)nn12 | -26
106 | C[S@](CC(=O)O)=c1c(=O)c2ccccc2c1=O | -11
107 | O=S1(=O)C=CC(N(CCOc2ccccc2)Cc2ccccc2)C1 (stereo not drawn) | -3
108 | CCN1CCN(CC(=O)NCc2ccc3[nH]c(-c4ccccc4F)c(C)c3c2)CC1 | -10
109 | CCn1c(C2CCN(C(=O)c3sc(C(C)C)nc3C)CC2)n[nH]c1=O | -8
110 | O=C(CN1C(=O)NC2(CCCc3ccccc32)C1=O)NC1CCSc2ccccc21 (stereo not drawn) | -6
111 | Cc1nc2c(C)cccn2c(=O)c1NC(=O)c1cccc(C(F)(F)F)c1 | -12
112 | CC(=O)NC(C(=O)O)=C(Cl)Cl | -4
113 | COc1ccc(C(=O)COC(=O)C2C3CC4C(OC(=O)C42)C3Br)cc1 (stereo not drawn) | -2
114 | Cc1sc2nc(Cn3cnc4c3c(=O)n(C)c(=O)n4C)[nH]c(=O)c2c1C | -7
115 | Cc1ccc(C(=O)N2CCC(Cc3cccc(C(=O)O)c3)CC2)c(=O)n1C | -13
116 | CCOC(=O)C1(Cc2cccc(Cl)c2)CCCN(Cc2ccon2)C1 (stereo not drawn) | -5
117 | O=S(=O)(Nc1ccc(F)cc1F)c1cccc2nsnc12 | 7
118 | CCOC(=O)C1C2C=CC3(CN(C(C)CC)C(=O)C13)O2 (stereo not drawn) | 12
119 | CN1C(=O)C2(Nc3ccc(Cl)cc3C(=O)N2C2CC2)c2ccccc21 (stereo not drawn) | -13
120 | O=C(OCc1cn2ccccc2n1)c1cc(=O)c2ccccc2o1 | -2

Some of the entries so far, with values ahead of the structure.
cpd	mcGAS MS inh	SMILES
98	-33	Cc1nc(C(=O)NC(c2ccncc2)c2ccccc2C)cs1 (stereo not drawn)
99	-7	Cc1cncc(C(=O)Nc2ccc(NC(=O)c3ccc(C)o3)cc2)c1

Another view of some results above.
119: CN1C(=O)C2(Nc3ccc(Cl)cc3C(=O)N2C2CC2)c2ccccc21 (stereo not drawn)
  mcGAS MS inh: -13

91: CCOc1cc(/C=C/C(=O)N2CCOc3ccccc32)ccc1OC(F)F
  mcGAS MS inh: -3

115: Cc1ccc(C(=O)N2CCC(Cc3cccc(C(=O)O)c3)CC2)c(=O)n1C
  mcGAS MS inh: -13

(more compounds)
nr | mol | mcGAS MS inh
121 | COc1ccc(-c2cc3nc(C)cc(NC4CCCCC4)n3n2)cc1OC | 1
122 | Cn1c(CSc2ncccn2)nnc1SCC(N)=O | -10
123 | O=C(CCN1CCOCC1)NNC(=O)c1cccs1 | 23
124 | CC(C)/C=C/C(=O)N1CCC(N2CCC(C(=O)NCc3ccccn3)CC2)CC1 | -11
125 | COCc1ccc(CN2CCC(CO)(Cc3cccc(OC)c3)CC2)o1 | -7
126 | CCOC(=O)N1CCN(C2CCCN(C(=O)c3ccc(O)cn3)C2)CC1 (stereo not drawn) | -30
127 | CC(C)Nc1nnc(SCC(=O)N(C)Cc2cccs2)s1 | -5
128 | CC1CN(C)CCN1C(=O)c1cccn1Cc1ccncc1 (stereo not drawn) | -12
129 | Nc1nc(Nc2ccccc2Br)nc(C(F)(F)F)n1 | 9

Some of the entries so far, with values ahead of the structure:
no.	mcGAS MS inh	structure
123	23	O=C(CCN1CCOCC1)NNC(=O)c1cccs1
124	-11	CC(C)/C=C/C(=O)N1CCC(N2CCC(C(=O)NCc3ccccn3)CC2)CC1
125	-7	COCc1ccc(CN2CCC(CO)(Cc3cccc(OC)c3)CC2)o1
126	-30	CCOC(=O)N1CCN(C2CCCN(C(=O)c3ccc(O)cn3)C2)CC1 (stereo not drawn)
127	-5	CC(C)Nc1nnc(SCC(=O)N(C)Cc2cccs2)s1
128	-12	CC1CN(C)CCN1C(=O)c1cccn1Cc1ccncc1 (stereo not drawn)
129	9	Nc1nc(Nc2ccccc2Br)nc(C(F)(F)F)n1

Bioassay records as filed in PubChem BioAssay.

An excerpt (hit frequency here may not be typical).
